# Assay outcomes: PubChem, several laboratories
# RBBP9 inhibitor: human RBBP9 inhibitors, primary screen, biochemical, fluorescence polarization, FP-Rh probe, HTS; hit rate 0.2% among 220,000; Serine hydrolase RBBP9 (Homo sapiens), O75884; recombinant RBBP9; AID 1515, 2009; inhibition, % at 7.94 µM;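 active = inhibition above the campaign mean of all tested compounds plus 3 SD, cut at about 14% in these data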;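 also: plate controls were DMSO wells with RBBP9 for no effect and wells lacking RBBP9 protein for full effect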
# Target sequence (O75884 whole entry, looked up): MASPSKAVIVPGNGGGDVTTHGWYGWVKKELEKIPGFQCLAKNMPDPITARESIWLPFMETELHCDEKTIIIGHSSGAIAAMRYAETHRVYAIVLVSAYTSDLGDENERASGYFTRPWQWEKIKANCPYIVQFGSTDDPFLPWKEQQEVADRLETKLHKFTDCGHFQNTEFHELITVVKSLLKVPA
#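 System: RBBP9 protein / Buffer or medium: Tris/NaCl buffer pH 8.0 with 0.1% Pluronic / Probe or stimulus: Serine-hydrolase probe FP-Rh, 375 nM pre-mixing / Dosing: 7.94 µM single dose, 0.794% DMSO / Times: enzyme-compound preincubation 30 min, then probe labeling 45 min, 25 °C / Technique: fluorescence polarization (mP), excitation 525 nm, emission 598 nm / Replication: singlicate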
# NPY2 pot ag: NPY-Y2 potentiators or agonists, primary screen, cell-based | Neuropeptide Y receptor type 2 (Homo sapiens), P49146 | activation, % at 3.6 µM | cells expressing NPY-Y2, potentiator/agonist read-out | hit rate 0.45% among 220,000; in the data active = activation above about 27%;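 also: cells stimulated with NPY near EC25 plus isoproterenol at EC100; 0% = vehicle plus submaximal agonist and 100% = vehicle plus saturating agonist; some results beyond the cut were filed as inactive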
# Target sequence (P49146 whole entry, looked up): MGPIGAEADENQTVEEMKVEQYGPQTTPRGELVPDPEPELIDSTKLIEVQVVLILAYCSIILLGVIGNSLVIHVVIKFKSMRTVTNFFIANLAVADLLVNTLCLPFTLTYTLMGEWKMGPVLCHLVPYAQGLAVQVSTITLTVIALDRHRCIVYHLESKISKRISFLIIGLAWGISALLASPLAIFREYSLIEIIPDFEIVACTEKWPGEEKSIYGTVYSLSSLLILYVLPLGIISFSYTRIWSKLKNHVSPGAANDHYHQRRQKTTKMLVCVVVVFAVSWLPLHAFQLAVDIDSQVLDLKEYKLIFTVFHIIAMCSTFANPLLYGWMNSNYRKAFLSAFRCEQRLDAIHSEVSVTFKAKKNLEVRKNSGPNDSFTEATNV
# NPY-Y1 antag: NPY-Y1 receptor antagonists, primary screen, cell-based. HEK293-CNG Y1 cells, membrane potential fluorescence; NPY at EC95, then isoproterenol. hit rate 1% among 200,000. inhibition, % at 3.6 µM. AID 1040, 2008. Neuropeptide Y receptor type 1 (Homo sapiens), P25929;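 active = inhibition above the campaign mean inhibition of all tested compounds plus 3 SD, cut at about 20% in these data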;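 also: 0% = DMSO wells given NPY plus isoproterenol and 100% = isoproterenol alone without NPY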
# Target sequence (P25929 whole entry, looked up): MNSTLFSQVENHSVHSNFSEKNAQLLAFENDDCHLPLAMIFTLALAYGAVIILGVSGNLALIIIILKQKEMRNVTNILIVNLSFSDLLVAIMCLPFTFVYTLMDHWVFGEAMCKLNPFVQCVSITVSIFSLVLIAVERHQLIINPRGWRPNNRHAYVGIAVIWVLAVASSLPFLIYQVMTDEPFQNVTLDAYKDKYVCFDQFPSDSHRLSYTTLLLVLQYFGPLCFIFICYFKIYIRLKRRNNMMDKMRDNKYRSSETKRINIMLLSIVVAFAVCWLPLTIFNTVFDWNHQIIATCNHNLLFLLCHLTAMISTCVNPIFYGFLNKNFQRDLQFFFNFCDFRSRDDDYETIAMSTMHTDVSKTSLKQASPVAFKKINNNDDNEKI
#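 Assay system: HEK293 cells with Y1 receptor plus CNG channel | Probe or stimulus: NPY (25 nM), isoproterenol (1 µM), Ro 20-1724 (25 µM) | Timing: Compound incubation 1 h at room temperature, readout 45 min post-stimulation | Measured by: Membrane-potential fluorescent dye readout | Benchmarks: High control isoproterenol alone, low control NPY with isoproterenol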
# MDM2 E3 inh: MDM2-luciferase reporter signal enhancers, primary screen, MDM2 E3 ligase inhibitor project, cell-based, luminescence, 1536-well. E3 ubiquitin-protein ligase Mdm2 (Homo sapiens), Q00987. cell-based MDM2 ubiquitination luciferase reporter, 2 h; 0 = plate control, 100 = twice control, blank-subtracted. hit rate 0.11% among 210,000. signal enhancement, % at 5 µM;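 active = signal enhancement of 30% or more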;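 also: luminescence tracks abundance of the self-degrading MDM2-luciferase fusion protein; higher signal means inhibition of MDM2 E3 ligase activity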
#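 Material: stable MDM2–luciferase fusion reporter cells / Quantity: 2000 cells/well / Dosing: single 5 µM compound dose, 0.2% final DMSO / Buffer or medium: DMEM / Schedule: 4 h cell settling then 2 h compound exposure, 37 °C / Detection: luminescence with SteadyLite reagent, 15 min at room temperature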
# Runt-CBFb FRET: inhibitors of RUNX1 Runt–CBFb binding, primary screen, biochemical, FRET, Cerulean-Runt, Venus-CBFb, uHTS | Runt-related transcription factor 1 (Homo sapiens) + Core-binding factor subunit beta … | Cerulean-Runt/Venus-CBFb FRET ratio 530/480, 1 h | inhibition, % at 20 µM | hit rate 0.46% among 220,000 | AID 1496, 2009;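 active = inhibition over about 50% at 20 µM in the single-dose screen, limit read from the data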;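 also: 0% = DMSO wells and 100% = excess unlabeled CBFb competitor control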
#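 Measured by: fluorescence energy transfer, 422 nm excitation, 530/480 nm emission; Assay system: Cerulean-Runt domain; Medium: Tris pH 7.5 buffer with BSA; Measure: loss of energy transfer signal; Controls: 5 µM unlabeled CBFb as full-inhibition high control; Incubation: protein complex preformed 1 h, compound exposure 1 h, room temperature, dark.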
# NPY-Y1 PAM-ag: NPY-Y1 receptor potentiators or agonists, primary screen, cell-based; Neuropeptide Y receptor type 1 (Homo sapiens), P25929; NPY-Y1 expressing cells, potentiator/agonist activation; activation, % at 3.6 µM; hit rate 0.37% among 220,000; AID 1304, 2008; in the data active = activation above about 33%, passing the limit was not always enough;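 also: cells stimulated with NPY at EC10 then isoproterenol at EC100; 0% = low agonist plus stimulus and 100% = saturating agonist plus stimulus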
# Hck Nef HTS: inhibitors of Nef-activated human Hck kinase, primary screen, biochemical, Z-Lyte FRET, 384-well, Hck-YEEI; Tyrosine-protein kinase HCK (Homo sapiens), P08631; hit rate 0.68% among 220,000; inhibition, % at 20 µM; AID 463187, 2010; Recombinant Hck-YEEI plus Nef, Z-Lyte FRET kinase assay;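 active = Hck-Nef kinase inhibition above about 50%, limit read from the data; inactive = inhibition below that limit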;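 also: 0% = DMSO with Hck plus Nef and 100% = Hck alone without Nef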
# Runt-SMMHC FRET: inhibitors of RUNX1 Runt–CBFb-SMMHC binding, primary screen, biochemical, FRET, Cerulean-Runt, Venus-CBFb-SMMHC, uHTS; inhibition, % at 20 µM; hit rate 0.74% among 220,000; Cerulean-Runt/Venus-CBFb-SMMHC FRET ratio 530/480, 1 h; Runt-related transcription factor 1 (Homo sapiens) + Core-binding factor subunit beta …; AID 1434, 2008;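 active = mean inhibition across duplicate retests at 20 µM reaching about 50%, limit read from the data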;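 also: 0% = DMSO wells and 100% = wells with excess untagged CBFb-SMMHC; inhibitors lower the FRET ratio by blocking Runt binding to CBFb-SMMHC; some results filed as inactive read as strong as hits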
# p97 ATPase inh: inhibitors of human p97 ATPase, primary screen, biochemical; AID 1481, 2009; Transitional endoplasmic reticulum ATPase (Homo sapiens), P55072; recombinant p97 ATPase, Kinase-Glo ATP luminescence, 3 h; inhibition, % at 8 µM; hit rate 0.42% among 220,000; in the data active = inhibition above about 15%;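 also: 0% = DMSO vehicle and 100% = wells lacking enzyme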
# * = called active by the depositor; / = no result given.
SMILES	RBBP9 inhibitor	NPY2 pot ag	NPY-Y1 antag	MDM2 E3 inh	Runt-CBFb FRET	NPY-Y1 PAM-ag	Hck Nef HTS	Runt-SMMHC FRET	p97 ATPase inh
Cc1ccc(-n2c(O)c(C=NC3CCS(=O)(=O)C3)c3ccccc3c2=O)c(C)c1 (centres undefined)	5	16	/	-11	-1	-1	3	0	1
CCOC(=O)C1(Cc2ccc(OC)cc2)CCN(C(=O)CN2CCOC2=O)CC1	2	12	-1	6	-2	13	18	-1	5
COc1cc(C(=S)N2CCOCC2)cc(OC)c1OC(=O)Cc1ccc(F)cc1	-5	6	0	-7	43	-18	10	22	2
Cc1ccc(Cl)cc1N1CCN(C(=O)Cc2csc(Nc3nc(=S)[nH]c4ccccc34)n2)CC1	6	-5	0	1	-5	-5	24	-17	4
CN(C)c1ccc(NC(=O)CN2CCC(O)(c3ccccc3)CC2)cc1	-6	-1	3	-3	16	3	29	5	4
CCOC(=O)c1cc(-c2ccc(/C=N\n3cnnc3)o2)ccc1Cl	2	1	-1	-8	1	13	-4	-2	-4
O=C1CSC(c2ccc(Cl)cc2Cl)N1c1ccccn1 (centres undefined)	-5	3	1	7	-1	5	1	-1	2
O=C(O)CCc1nc2cccnc2n1Cc1ccccc1	-3	13	5	-7	-2	-18	0	1	0
O=C(Cn1c(=O)n(-c2ccc(F)cc2)c(=O)c2sccc21)NC1CCCCC1	-1	-3	-5	-1	0	16	18	1	3
O=C(NCc1nnc(SCc2ccc(C(F)(F)F)cc2)n1-c1ccccc1)C12CC3CC(CC(C3)C1)C2	-5	16	0	-14	-10	18	3	-4	4
COc1cccc(OC)c1OCCCCn1cnc2ccccc2c1=O	-5	3	5	-5	2	-18	18	0	2
COc1ccc(-c2nc(-c3cccc(C)c3)nc(N3CCN(C)CC3)c2C#N)cc1	0	3	0	-4	-2	-10	-1	-7	-9
NCCSSCCN	/	/	/	5	2	/	22	-2	/
CCOC(=O)C(=CNc1ccc2c(c1)c1ccccc1n2CC)C(=O)OCC	-6	-10	/	1	-5	-30	18	-4	-5
COC(=O)N/N=C/c1cn(CCCOc2ccccc2)c2ccccc12	-8	7	4	-9	-6	0	5	-5	1
Cn1c(NC(=O)c2cc(-c3ccc4c(c3)OCO4)nc3ccccc23)cc(=O)n(C)c1=O	-2	-5	4	-33	62*	17	0	5	-5
COc1ccc(N2C(=O)[C@H]3[C@@H](C2=O)C2c4ccccc4C=NN2[C@H]3C(=O)C(C)(C)C)cc1 (some centres undefined)	1	16	/	-1	0	2	11	-4	1
COc1cc(/C(C)=N/NC(=O)CN2CCN(S(=O)(=O)c3ccc(C)cc3)CC2)ccc1O	-6	16	/	-7	-1	24	27	2	2
C#CCn1c(=NC(=O)c2cccs2)sc2cccc(OC)c21	-6	-52	16	-2	2	-60	1	0	7
CN(C)C1N(C(=O)c2ccccc2)N=C2c3ccccc3S(=O)(=O)N21 (centres undefined)	4	5	-3	0	1	8	21	-1	4

# Continued, overlapping the part above by four compounds.
SMILES	RBBP9 inhibitor	NPY2 pot ag	NPY-Y1 antag	MDM2 E3 inh	Runt-CBFb FRET	NPY-Y1 PAM-ag	Hck Nef HTS	Runt-SMMHC FRET	p97 ATPase inh
COc1ccc(N2C(=O)[C@H]3[C@@H](C2=O)C2c4ccccc4C=NN2[C@H]3C(=O)C(C)(C)C)cc1 (some centres undefined)	1	16	/	-1	0	2	11	-4	1
COc1cc(/C(C)=N/NC(=O)CN2CCN(S(=O)(=O)c3ccc(C)cc3)CC2)ccc1O	-6	16	/	-7	-1	24	27	2	2
C#CCn1c(=NC(=O)c2cccs2)sc2cccc(OC)c21	-6	-52	16	-2	2	-60	1	0	7
CN(C)C1N(C(=O)c2ccccc2)N=C2c3ccccc3S(=O)(=O)N21 (centres undefined)	4	5	-3	0	1	8	21	-1	4
COc1ccccc1-c1cc(C(F)(F)F)nc(S(=O)(=O)CCCC(=O)O)n1	-1	4	3	1	2	-18	-1	0	0
CC(=O)c1cccc(CN2CCCC(CCC(=O)NCc3ccccc3F)C2)c1 (centres undefined)	-2	0	8	5	-1	-2	6	3	1
OCCn1nc2c3ccccc3nc-2n(-c2ccccc2)c1=S	-2	-2	-10	-7	14	0	3	-6	3
COc1ccc(-c2noc(C(C)n3nc(C)c([N+](=O)[O-])c3C)n2)cc1OC (centres undefined)	-5	-1	4	-22	-3	5	-2	-1	-2
CC(=O)c1cn(CC(=O)Nc2ccc(C)cc2C)c2ccccc12	-1	17	-6	-25	-1	32	-7	-1	0
CC(C(=O)Oc1ccc2c(c1)OCO2)N1C(=O)c2ccccc2C1=O (centres undefined)	1	8	9	4	-1	14	-10	-3	5
S=c1[nH]nc(CNc2ccc(Cl)cc2)n1Cc1ccccc1	0	6	-5	-12	4	23	28	7	-2
O=C(OCC(=O)N1c2ccccc2Sc2ccccc21)c1cccnc1	-11	1	-4	0	0	-6	0	-4	0
Cc1ccc(N2C(=O)C(Cl)=C(N3CCOCC3)C2=O)cc1Cl	-1	0	10	7	65*	-13	33	54*	6
O=C1C2C(c3ccccc3)CC=CC2[C@H](c2ccoc2)N1Cc1ccccc1 (some centres undefined)	/	/	/	1	1	/	8	-1	/
Cc1cc(C)n(CC(=O)NC2C(=O)N3C(C(=O)O)=C(CSc4nnc(C)s4)CSC23)n1 (centres undefined)	-2	-8	0	/	1	12	1	2	1
CCOC(=O)c1c(C)[nH]c(C(=O)/C(C#N)=C/c2ccc(OC)c(OC)c2)c1C	0	12	-8	/	-5	-25	-1	-4	-1
Cc1ccc(NC(=O)CCCc2ccccc2)nc1	-4	-11	1	-5	-1	2	14	2	1
O=C(N/N=C/c1ccccn1)c1cc(-c2ccc3ccccc3c2)n[nH]1	-16	0	0	-19	0	-29	3	-6	5
Cc1ccc2oc(=O)c(/C=C(\O)C(C)(C)C)nc2c1	-4	1	0	-6	5	14	21	-4	4
O=C(Nc1ccccc1C(F)(F)F)c1ncn[nH]1	1	-10	/	/	4	-14	22	4	2
O=c1c2oc3ccccc3c2ncn1Cc1ccc(Cl)cc1	0	2	-5	5	0	-3	-2	2	0
CC(C)Oc1ccc(N2C(=O)c3ccccc3C2=O)cc1	-3	-6	-4	-9	0	19	0	2	3
CCOC(=O)C(NC(C)=O)C(O)c1ccc([N+](=O)[O-])cc1 (centres undefined)	-6	3	-3	-11	1	0	19	-1	1
Cc1cc(C)nc(-n2nc(C)cc2NC(=O)c2cccc(S(=O)(=O)N3CCOCC3)c2)n1	-3	9	0	-9	5	5	2	1	5

# Marked active in Runt-CBFb FRET, of those listed so far:
SMILES	RBBP9 inhibitor	NPY2 pot ag	NPY-Y1 antag	MDM2 E3 inh	Runt-CBFb FRET	NPY-Y1 PAM-ag	Hck Nef HTS	Runt-SMMHC FRET	p97 ATPase inh
Cn1c(NC(=O)c2cc(-c3ccc4c(c3)OCO4)nc3ccccc23)cc(=O)n(C)c1=O	-2	-5	4	-33	62*	17	0	5	-5
Cc1ccc(N2C(=O)C(Cl)=C(N3CCOCC3)C2=O)cc1Cl	-1	0	10	7	65*	-13	33	54*	6

# The list goes on.
SMILES	RBBP9 inhibitor	NPY2 pot ag	NPY-Y1 antag	MDM2 E3 inh	Runt-CBFb FRET	NPY-Y1 PAM-ag	Hck Nef HTS	Runt-SMMHC FRET	p97 ATPase inh
O=C(NCCc1nc2ccccc2[nH]1)/C(=C/c1ccc2c(c1)OCO2)NC(=O)c1ccccc1	-3	9	-1	-6	-2	11	2	1	-1
Cc1cccc(C)c1-n1nnnc1C(C)(C)N1CCN(N=O)CC1	-10	1	/	-9	-1	4	-1	1	-11
CCOc1ccc(NC(=O)CSc2nc3ccccc3c(=O)n2CCNC(C)=O)cc1	5	7	8	-8	-1	10	0	0	2
O=C1Nc2ccccc2/C1=N/N=C/c1ccc(-c2ccc([N+](=O)[O-])cc2)o1	6	-5	-6	-10	-4	9	37	15	6
Cc1cc(Cl)ccc1OCC(=O)N[C@@H](Cc1ccccc1)c1nc2ccccc2[nH]1	-2	-3	0	-25	-1	-21	4	6	2
COC(=O)C1=C(N)Oc2cc(C)n(CCc3ccccc3)c(=O)c2C1c1cccnc1 (centres undefined)	13	9	-1	-13	-2	7	0	-4	4
O=C(CN1CCN(c2ccc(F)cc2)CC1)Nc1cc(C(F)(F)F)ccc1Cl	-1	8	-1	-18	-2	2	-1	2	4
Cc1ccc(Cn2ccc(NC(=O)C3C4CCC(C4)C3C(=O)O)n2)cc1 (centres undefined)	-7	-6	1	-3	-2	2	3	-1	0
CCCCN(C)CCn1c(=S)[nH]c2ccc(N3CCOCC3)cc2c1=O	2	9	-4	-10	-4	2	-11	-32	3

# 3 compounds already listed, arranged by the value under Runt-SMMHC FRET, highest first:
SMILES	RBBP9 inhibitor	NPY2 pot ag	NPY-Y1 antag	MDM2 E3 inh	Runt-CBFb FRET	NPY-Y1 PAM-ag	Hck Nef HTS	Runt-SMMHC FRET	p97 ATPase inh
Cc1cccc(C)c1-n1nnnc1C(C)(C)N1CCN(N=O)CC1	-10	1	/	-9	-1	4	-1	1	-11
CCOc1ccc(NC(=O)CSc2nc3ccccc3c(=O)n2CCNC(C)=O)cc1	5	7	8	-8	-1	10	0	0	2
COC(=O)C1=C(N)Oc2cc(C)n(CCc3ccccc3)c(=O)c2C1c1cccnc1 (centres undefined)	13	9	-1	-13	-2	7	0	-4	4
